MC4R antag cAMP: antagonists of human melanocortin 4 receptor (MC4R). P32245. 360,000 compounds, 0.48% hits. inhibition, % at 6.5 µM. MC4R-expressing cells, MTII-stimulated cAMP, LANCE TR-FRET;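 active means inhibition above its plate's cutoff, the mean of tested wells on that plate plus 3 SD, cut at about 29% in these data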;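 further: 0% = Melanotan II alone and 100% = Melanotan II plus saturating MCL0020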
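Material: human MC4R-expressing U2OS cells. Probe or stimulus: Melanotan II challenge. Dosing: 6.5 µM single dose. Times: 30-min compound, 1-h challenge, 1-h detection, room temperature. Technique: TR-FRET with Eu-cAMP and labeled anti-cAMP, 671 nm. Replication: singlicate.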
NOD2-RIPK2 inh: NOD2-RIPK2 protein interaction inhibition; CHO BLA complementation NOD2-RIPK2, CCF4 ratio; inhibition, % at 4.98 µM; 360,000 compounds, 0.38% hits; AID 624267; in the data active means inhibition above about 21%;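 further: 0% = vehicle only and 100% = reference blocker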
ABHD5-PLIN5 inh: inhibitors of human ABHD5-perilipin-5 interaction; Split G. princeps luciferase complementation, luminescence, 4 h; inhibition, % at 4 µM; 360,000 compounds, 0.78% hits; AID 602281;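 active means inhibition above the mean inhibition across every tested compound plus 3 SD, cut at about 22% in these data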;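 further: 0% = DMSO only wells and the 100% control is not disclosed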
SRC2 inh: inhibits human steroid receptor coactivator 2 | Q15596 | HEK293 GAL4-SRC2 luciferase reporter, luminescence | AID 651957 | inhibition, % at 9 µM | 370,000 compounds, 0.17% hits;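 active means inhibition above the mean inhibition of all tested compounds plus 3 SD, set per campaign, cut at about 52% in these data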;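 further: 0% = DMSO treated cells and 100% = cells given Gossypol at 36 µM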
m5-HT2A agonist: agonists of mouse serotonin 5-HT2A receptor (HTR2A); P35363; CHO-K1 mHTR2A beta-arrestin complementation, luminescence; percent of 30 µM serotonin response; activation, % at 7.6 µM; 360,000 compounds, 0.66% hits;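 active means activation above a run cutoff, the mean activation of all tested compounds plus 3 SD, cut at about 14% in these data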;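 further: 0% = plate median of compound wells and 100% = 30 µM serotonin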
H9c2 protect: myocardial damage modulation in H9c2 cells; H9c2 cardiomyocytes, H2O2 injury protection, ATPLite, 2 h; protection from H2O2 cell death, % at 20 µM; 360,000 compounds, 0.63% hits; AID 588492;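 active means compounds giving at least 50% protection of heart cells from peroxide-induced death in the single-dose screen, raw or plate-pattern-corrected value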;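 further: 0% = DMSO wells with peroxide and 100% = DMSO wells without peroxide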
ABCB6 inh 2: human ABCB6 transporter inhibition; Q9NP58; K562-ABCB6 porphyrin accumulation, flow cytometry, 1 h; stronger effect = lower value; fluorescence ratio to DMSO, % at 10 µM; 360,000 compounds, 0.19% hits; AID 602162;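 active means fluorescence ratio to DMSO below 75%, the collection mean minus 3 SD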;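 further: signal is porphyrin accumulated inside mitochondria; 100% equals median channel fluorescence of DMSO control wells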
Target sequence (Q9NP58 whole entry, looked up): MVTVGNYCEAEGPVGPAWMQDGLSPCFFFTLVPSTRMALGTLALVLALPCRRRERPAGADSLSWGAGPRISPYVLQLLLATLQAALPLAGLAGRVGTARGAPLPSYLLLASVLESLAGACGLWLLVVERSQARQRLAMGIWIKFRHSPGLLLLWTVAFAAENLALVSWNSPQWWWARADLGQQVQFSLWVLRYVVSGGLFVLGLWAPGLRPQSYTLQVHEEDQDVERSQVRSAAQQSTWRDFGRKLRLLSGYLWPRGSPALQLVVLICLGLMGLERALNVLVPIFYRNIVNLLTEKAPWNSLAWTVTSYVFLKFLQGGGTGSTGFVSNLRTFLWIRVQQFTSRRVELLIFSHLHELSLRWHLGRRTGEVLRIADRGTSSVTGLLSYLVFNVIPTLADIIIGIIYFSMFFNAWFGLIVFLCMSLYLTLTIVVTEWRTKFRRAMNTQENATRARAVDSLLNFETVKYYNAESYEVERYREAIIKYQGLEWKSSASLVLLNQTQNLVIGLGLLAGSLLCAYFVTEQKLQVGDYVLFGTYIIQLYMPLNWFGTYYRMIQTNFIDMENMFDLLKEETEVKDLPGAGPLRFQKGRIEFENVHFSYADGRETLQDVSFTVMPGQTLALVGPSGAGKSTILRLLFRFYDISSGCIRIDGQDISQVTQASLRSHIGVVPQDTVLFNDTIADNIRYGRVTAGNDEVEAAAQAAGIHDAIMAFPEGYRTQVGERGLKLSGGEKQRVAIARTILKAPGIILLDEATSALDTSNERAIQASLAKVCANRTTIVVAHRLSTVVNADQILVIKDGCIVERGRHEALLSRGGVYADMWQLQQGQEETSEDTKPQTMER
MC4R barr agon: human MC4R agonism via beta-arrestin | U2OS MC4R beta-arrestin complementation, luminescence; percent of melanotan II response, DMSO zero | activation, % at 8.9 µM | P32245 | 360,000 compounds, 0.98% hits;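 active means activation above a per-plate cutoff, the mean activation of sample wells on that plate plus 3 SD, cut at about 8% in these data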
N-glyco inh: blocks N-linked glycosylation in D54 reporter cells; D54 ERlucT glycosylation luciferase reporter, 24 h; percent of 100 nM tunicamycin response; reporter increase, % at 12.5 µM; 360,000 compounds, 0.23% hits; AID 588692;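 active means mean luciferase reporter signal, scaled so untreated is 0 and the glycosylation-blocking control 100, at or above a set limit in every replicate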;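 further: luciferase carries N-glycosylation sites so blocking glycosylation raises the light; 0% = median of neutral control wells and 100% = median of 100 nM tunicamycin wells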
TLR9-MyD88 block: inhibitors of human TLR9-MyD88 binding; CHO BLA complementation TLR9-MyD88, CCF4 FRET ratio; inhibition, % at 4.98 µM; 340,000 compounds, 0.21% hits; AID 504734;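 active means inhibition above the mean over all tested compounds plus 3 SD, cut at about 21% in these data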;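 further: 0% = DMSO only wells and 100% = clavulanate BLA inhibitor control wells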
Numbers without * were called inactive; . = not tested or not shown. Not all compounds are listed, so the mix of outcomes need not match the whole.

SMILES	MC4R antag cAMP	NOD2-RIPK2 inh	ABHD5-PLIN5 inh	SRC2 inh	m5-HT2A agonist	H9c2 protect	ABCB6 inh 2	MC4R barr agon	N-glyco inh	TLR9-MyD88 block
Cc1ccc(C(C(=O)NCc2ccco2)N(C(=O)CNC(=O)c2cccs2)c2c(C)cccc2C)cc1 (stereo not given)	3	-11	-1	-4	-1	15	100	-0.2	-10	1
Nc1nc(NCCCN2CCOCC2)nc(Nc2ccccc2)c1[N+](=O)[O-]	-4	-8	0	-17	-2	10	99	-1.8	14	-1
COc1cccc2cc(C(=O)Nc3cccnc3N3CCOCC3)c(=O)oc12	3	-1	5	-18	5	5	95	2.3	2	6
COc1ccc(NN=Nc2nc3c([nH]2)c(=O)n(C)c(=O)n3C)cc1	0	-14	-1	13	4	4	101	-0.7	1	11
Cc1cc(OCC(=O)N[C@@H](Cc2ccccc2)c2nc3ccccc3[nH]2)ccc1Cl	17	-1	5	3	1	-3	89	5.4	-3	-3
CC(C)OC(=O)/C(=C\C=C\c1ccccc1)NC(=O)c1ccccc1	-6	11	-1	3	-5	-1	97	0.3	-2	-7
CN(Cc1cnn(-c2ccccc2)c1)C(=O)c1cccc(S(=O)(=O)N(C)c2ccccc2)c1	2	1	-4	20	-4	-8	95	-0.8	-2	-5
COc1cc(NS(=O)(=O)c2ccc(Nc3nc(-c4ccccn4)cs3)cc2)nc(OC)n1	12	-7	-1	18	5	-3	98	-1.2	3	2
O=C(COc1ccccc1Br)NCc1ccccn1	3	-9	-6	-19	-2	10	102	-0.6	-1	1
C=CCNC(=O)CN1CCC(n2nnc3cc(C(F)(F)F)ccc32)CC1	3	-5	4	1	-1	-5	95	-1.3	1	6
CCN(CC)c1ccc(NC(=O)c2cccnc2)cc1	-11	-10	-2	5	-1	2	88	-1.0	1	3
CCOc1ccc(NC(=O)CC2C(=O)N(c3ccccc3)C(=O)N2Cc2ccco2)cc1 (stereo not given)	12	2	0	-11	1	-2	96	-0.2	4	10
CC(=O)Nc1ccc(C(=O)Nc2ccc3c(c2)OCCO3)cc1	-3	-15	-8	-11	1	2	100	-1.7	1	7
CCC(=O)N1CCc2cc(S(=O)(=O)CCC(=O)NC3CCCCC3)ccc21	18	-5	-8	-14	-7	-1	102	0.5	1	-3
O=C(CNC(=O)C1(c2ccccc2)CC1)Nc1ccc(F)c(F)c1	13	-6	-13	-3	-3	1	96	-1.6	-4	-12
O=C(O)c1ccc(NC(=S)NC(=O)C(c2ccccc2)c2ccccc2)cc1	2	4	2	-17	1	8	100	-4.2	7	4
CC1CCCCC12NC(=O)N(CC(=O)OCc1ccccc1F)C2=O (stereo not given)	8	4	-9	7	-3	0	101	1.7	0	-6
O=C1C2C3C=CC(CNS(=O)(=O)c4ccccc4)(O3)C2C(=O)N1c1ccc(Cl)cc1 (stereo not given)	20	-6	15	1	3	-28	100	0.3	0	-6
Cc1cc(C)c2nc(NC(=O)c3ccc4c(c3)OCO4)sc2c1	-7	-28	-8	-11	1	1	104	0.7	0	-8
CS/C(N)=N/N=C/c1ccc([N+](=O)[O-])cc1	0	-1	-8	-39	-4	-8	96	-1.0	-1	6

Exported with values under each structure: entries from further up.
The line under a structure holds: MC4R antag cAMP | NOD2-RIPK2 inh | ABHD5-PLIN5 inh | SRC2 inh | m5-HT2A agonist | H9c2 protect | ABCB6 inh 2 | MC4R barr agon | N-glyco inh | TLR9-MyD88 block
> CCC(=O)N1CCc2cc(S(=O)(=O)CCC(=O)NC3CCCCC3)ccc21
→ 18 | -5 | -8 | -14 | -7 | -1 | 102 | 0.5 | 1 | -3
> O=C(CNC(=O)C1(c2ccccc2)CC1)Nc1ccc(F)c(F)c1
→ 13 | -6 | -13 | -3 | -3 | 1 | 96 | -1.6 | -4 | -12

Following part:
SMILES	MC4R antag cAMP	NOD2-RIPK2 inh	ABHD5-PLIN5 inh	SRC2 inh	m5-HT2A agonist	H9c2 protect	ABCB6 inh 2	MC4R barr agon	N-glyco inh	TLR9-MyD88 block
COc1ccc(S(=O)(=O)O)cc1P(=O)(c1ccccc1)c1ccccc1	6	-2	0	-14	0	1	96	-1.9	1	5
O=C(NCC1CCCCC1)c1ccc2nc([C@H]3C[C@H](O)[C@@H](CO)O3)[nH]c2c1	5	-2	6	14	1	2	95	-0.3	0	.
Fc1ccc(CN2CCCN(C(=S)Nc3ccc(F)cc3)CC2)cc1	17	0	5	-21	2	2	96	0.4	-2	-11
COc1ccc(C(=O)N2CCN(C(=O)c3ccc(-c4ccccc4)cc3)CC2)cc1OC	4	4	-6	3	4	0	99	1.7	0	3
COC(=O)CCCC1=CC2=C(c3ccccc3)C(=O)C(C)(OC(=O)C3CCCC3)C(=O)C2=CN1C1CCCC1 (stereo not given)	2	0	1	0	7	-4	100	-1.7	2	1
CCO[C@H]1OC(C(=O)N2CCN(Cc3ccc4c(c3)OCO4)CC2)=C[C@@H](c2cn(C(C)=O)c3ccccc23)[C@@H]1CCCO	0	1	5	9	-5	16	99	-1.7	-1	1
CC(C)COc1ccc(-c2nnc(-c3ccco3)o2)cc1	-3	-3	-1	-27	-1	-14	91	0.4	-18	11
COc1ccc(NC(=O)c2ccccc2)cc1	-5	-4	3	-55	2	-12	89	-1.7	-1	6
CCCCNC(=O)Nc1cc(C(=O)OC)ccc1C	-1	-11	-10	11	-5	-6	103	-0.2	0	0
NS(=O)(=O)c1cc(C(=O)Nc2ccc3c(c2)CCC3)ccc1Cl	-2	-8	-2	-47	-6	-4	94	-1.3	1	-9
O=C(CCCCCCCC(=O)N1CCCCC1)N1CCCCC1	1	-2	-8	-42	1	-4	96	-1.7	-1	-11
O=c1ccc(-c2ccc(S(=O)(=O)NCc3cccc(Br)c3)s2)n[nH]1	-3	-8	-1	1	8	-3	95	-1.9	-1	-11
CC1CC(C)(C)NC(=S)N1CCC(=O)NCc1ccc(F)cc1 (stereo not given)	5	-1	15	3	3	10	94	2.6	0	1
Cc1cc(NC(=O)c2ccc3c(c2)OCO3)ccc1NC(=O)c1ccccc1	7	-3	-7	-28	9	9	94	0.0	-1	1
CCN1C(=O)c2cccc3c(S(=O)(=O)Nc4ccccn4)ccc1c23	3	8	-7	-73	0	-2	77	-1.1	50*	-4
Cc1ccc(/C=N/NC(=O)c2cccs2)cc1[N+](=O)[O-]	-9	-8	3	-50	1	21	95	-2.8	2	-6
O[C@H]1C[C@H](c2ccc(Cl)cc2)N(CC2CCCCC2)C[C@@H]1n1cc(-c2ccc(F)cc2)nn1	7	1	0	-16	5	-5	100	-2.2	-1	-5
O=C(Cn1nc(Cl)nc1Cl)c1cc2ccccc2oc1=O	2	-7	1	1	0	4	98	0.2	0	7
Cc1cc(C)cc(-c2nnc(SCC(=O)Nc3cc(C)on3)o2)c1	7	-5	-1	-23	-4	-5	95	1.3	3	-5
Cc1ccc(NC(=S)Nn2cnnc2)c(C)c1	1	-4	8	-2	8	-6	94	-1.2	2	-7
COc1ccc(C(=O)CC2(C(=O)O)CCCCC2)cc1	15	-1	1	16	3	0	99	-0.9	1	-2
N#Cc1ccc(CSc2nnc(COc3ccccc3)n2-c2ccccc2)cc1	10	4	6	7	-5	-2	95	2.0	-5	-8
COc1cccc(C2NC(=O)NC(C)=C2C(=O)Nc2cccc(C)c2C)c1 (stereo not given)	-1	0	10	25	4	2	89	0.7	0	-3
C[C@H](CO)N1C[C@H](C)[C@H](CN(C)C(=O)Cc2ccncc2)Oc2ncc(Br)cc2C1=O	7	3	-5	6	-2	3	104	-0.5	3	0
COc1ccccc1/C=N\Nc1ccccc1[N+](=O)[O-]	6	-13	1	-33	2	-6	98	2.2	-9	3
O=C(CN1CCN(c2ccccc2)CC1)NC(=O)NCc1ccco1	0	6	-2	6	1	2	96	4.6	0	9
NCCOc1ccccc1Cc1ccccc1	0	-1	1	-19	-6	-3	100	-1.4	0	2
O=C(c1ccc(F)cc1)c1ccc(N2CCCC2)cc1	20	-2	-1	-16	-5	-14	104	0.6	-2	-8
Cc1cccc(NC(=O)CSc2ccc(-c3ccccn3)nn2)c1C	3	-14	3	-12	1	19	97	-2.5	0	5
Cc1ccc(NS(=O)(=O)c2ccc(-n3cccn3)cc2)c(Cl)c1	11	-5	-11	4	3	-12	97	1.7	1	-9
CCOc1ccc(N(C(=O)CNC(=O)c2cccs2)C(C(=O)NCC2CCCO2)c2ccc(OC)c(OC)c2)cc1 (stereo not given)	3	-1	-2	2	1	-2	99	-0.1	1	3
Cc1ccc(NC(=O)CSC2=C(C#N)C(c3ccco3)C3=C(CC(C)(C)CC3=O)N2)cc1 (stereo not given)	3	6	-2	-11	-6	-8	98	0.2	-2	-5
COc1ccc(NC(=O)c2ccc3c(=O)n(Cc4ccco4)c(=S)[nH]c3c2)c(OC)c1	3	-9	9	-2	-1	11	86	-1.9	0	-9
COc1ccc(NC(=O)c2ccc(Br)c(S(=O)(=O)N3CCOCC3)c2)cc1	23	6	-7	11	1	1	92	-0.1	-2	-1
CCN1CNC(=S)N(c2cccc(C)c2C)C1	2	-2	-1	-9	-4	3	87	-0.4	2	9
Cc1ccc(NC(=O)COC(=O)C2CCC(=O)N2)c([N+](=O)[O-])c1 (stereo not given)	3	5	1	-9	-2	-5	103	-2.7	2	-9
CN(CCOc1ccccc1)C(=O)CCc1nc2sc3c(c2c(=O)[nH]1)CCCC3	3	12	0	-17	8	14	97	-2.2	2	3
O=C(CS(=O)CC(=O)Nc1ccc(Cl)cc1)NCC1OCCc2ccccc21 (stereo not given)	5	-1	4	2	0	-2	94	-0.1	1	3
C=C1CCN(c2ccc(C(=O)NCc3ccc(C)cc3)cc2[N+](=O)[O-])CC1	1	-6	10	-2	-4	-11	101	1.1	-4	-2
Cc1ccc(/C=C/C(=O)N2CCN(c3ccc(F)cc3)CC2)o1	1	2	-3	-26	-3	10	90	-3.4	2	1

The last 2 compounds of the part above come first, to join the parts:
SMILES	MC4R antag cAMP	NOD2-RIPK2 inh	ABHD5-PLIN5 inh	SRC2 inh	m5-HT2A agonist	H9c2 protect	ABCB6 inh 2	MC4R barr agon	N-glyco inh	TLR9-MyD88 block
C=C1CCN(c2ccc(C(=O)NCc3ccc(C)cc3)cc2[N+](=O)[O-])CC1	1	-6	10	-2	-4	-11	101	1.1	-4	-2
Cc1ccc(/C=C/C(=O)N2CCN(c3ccc(F)cc3)CC2)o1	1	2	-3	-26	-3	10	90	-3.4	2	1
COc1ccc([N+](=O)[O-])cc1NC(=O)C(C)NNC(=O)c1cccc([N+](=O)[O-])c1 (stereo not given)	1	-5	2	9	0	9	92	-4.2	1	1
COc1cc(SC)ccc1C(=O)Nc1ccc2c(c1)OCO2	-4	10	5	-31	1	-23	99	1.5	-12	6
N#Cc1ccsc1NC(=O)CCN1CCN(C(c2ccccc2)c2ccccc2)CC1	15	0	-5	28	-9	20	101	7.0	-3	-7
CCC(=O)NCCc1nc2ccccc2[nH]1	-1	1	7	-10	2	-5	97	-0.7	1	9
O=C(NCCc1ccccc1Cl)C1CCC(=O)N(Cc2cccc(C(F)(F)F)c2)C1 (stereo not given)	14	-1	-3	1	-5	0	106	-1.3	1	-6
CC1(c2cc(F)ccc2F)NC(=O)N(CC(=O)Nc2cccc(S(=O)(=O)N3CCCC3)c2)C1=O (stereo not given)	11	-7	0	0	-8	-3	99	1.0	2	3
